Dicer inh = blocks human Dicer maturation of pre-miR-21. Q9UPY3. cat-ELCCA pre-miR-21 Dicer processing, chemiluminescence; active compounds read high. z-score at 25 µM. 6% of 47,000 active; in the data active = z-score above about 3, passing the limit was not always enough;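 note: plate controls were vehicle for no effect and no enzyme for full effect; higher signal means more uncleaved substrate so more Dicer inhibition; strong numbers were not always called active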
Target sequence (Q9UPY3 whole entry, looked up): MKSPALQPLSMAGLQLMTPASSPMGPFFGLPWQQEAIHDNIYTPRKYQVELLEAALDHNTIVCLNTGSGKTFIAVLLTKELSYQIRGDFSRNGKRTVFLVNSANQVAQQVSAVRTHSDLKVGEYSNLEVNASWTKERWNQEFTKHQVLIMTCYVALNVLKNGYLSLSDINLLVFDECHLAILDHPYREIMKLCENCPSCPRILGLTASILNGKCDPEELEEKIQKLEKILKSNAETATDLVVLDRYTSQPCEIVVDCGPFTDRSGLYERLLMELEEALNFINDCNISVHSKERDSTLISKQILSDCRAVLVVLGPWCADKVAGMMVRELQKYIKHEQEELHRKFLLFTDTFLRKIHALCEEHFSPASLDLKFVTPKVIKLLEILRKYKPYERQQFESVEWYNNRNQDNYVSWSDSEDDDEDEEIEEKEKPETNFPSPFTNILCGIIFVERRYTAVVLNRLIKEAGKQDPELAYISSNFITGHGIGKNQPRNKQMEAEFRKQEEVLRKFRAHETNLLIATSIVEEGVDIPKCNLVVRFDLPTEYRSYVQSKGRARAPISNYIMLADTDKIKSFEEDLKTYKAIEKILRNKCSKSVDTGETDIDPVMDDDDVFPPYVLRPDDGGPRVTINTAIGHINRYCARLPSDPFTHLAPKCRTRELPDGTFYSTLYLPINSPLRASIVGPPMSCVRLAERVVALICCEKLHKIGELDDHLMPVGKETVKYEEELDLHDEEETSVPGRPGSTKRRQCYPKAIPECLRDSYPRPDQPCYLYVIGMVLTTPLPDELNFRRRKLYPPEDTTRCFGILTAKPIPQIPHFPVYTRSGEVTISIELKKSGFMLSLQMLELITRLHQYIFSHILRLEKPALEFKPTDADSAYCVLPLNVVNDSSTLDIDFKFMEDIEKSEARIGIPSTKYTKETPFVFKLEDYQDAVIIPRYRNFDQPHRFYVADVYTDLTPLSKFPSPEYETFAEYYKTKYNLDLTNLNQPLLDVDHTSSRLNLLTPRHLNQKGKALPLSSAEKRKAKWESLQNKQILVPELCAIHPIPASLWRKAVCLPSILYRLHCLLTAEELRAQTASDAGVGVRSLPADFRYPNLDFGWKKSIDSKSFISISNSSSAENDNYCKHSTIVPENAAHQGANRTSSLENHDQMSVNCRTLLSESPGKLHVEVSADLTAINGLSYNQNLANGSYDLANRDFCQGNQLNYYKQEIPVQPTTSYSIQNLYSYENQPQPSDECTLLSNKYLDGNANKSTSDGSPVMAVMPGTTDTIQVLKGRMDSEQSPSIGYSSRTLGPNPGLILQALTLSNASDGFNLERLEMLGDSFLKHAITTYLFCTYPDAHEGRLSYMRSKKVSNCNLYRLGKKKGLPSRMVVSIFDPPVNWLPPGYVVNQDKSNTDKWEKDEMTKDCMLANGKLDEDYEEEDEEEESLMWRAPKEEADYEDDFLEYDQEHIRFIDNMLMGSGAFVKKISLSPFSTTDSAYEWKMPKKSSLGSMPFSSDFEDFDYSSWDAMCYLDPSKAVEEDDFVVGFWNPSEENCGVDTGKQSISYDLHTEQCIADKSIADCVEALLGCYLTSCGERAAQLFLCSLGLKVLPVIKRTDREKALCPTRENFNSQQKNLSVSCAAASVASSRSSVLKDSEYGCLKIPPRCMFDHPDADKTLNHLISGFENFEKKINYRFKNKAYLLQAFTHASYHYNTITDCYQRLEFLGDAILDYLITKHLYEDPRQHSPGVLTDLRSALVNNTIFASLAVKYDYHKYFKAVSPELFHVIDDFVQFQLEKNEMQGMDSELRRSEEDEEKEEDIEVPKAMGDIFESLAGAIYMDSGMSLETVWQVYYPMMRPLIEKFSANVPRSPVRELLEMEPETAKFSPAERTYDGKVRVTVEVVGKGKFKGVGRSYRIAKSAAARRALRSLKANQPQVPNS
Numbers without * were called inactive; & = joins results of further samples. A portion of the library; the hit share may differ from the screen's.

SMILES	Dicer inh
Cn1c(=O)c2c3oc(-c4ccccc4)nc3c(=O)n(-c3ccccc3)c2n(C)c1=O	-0.83
CCOc1ccc(CN(CCc2ccc3c(c2)OCO3)Cc2cccnc2)cc1	-0.63
O=[N+]([O-])c1ccc(CSc2ccc(F)cc2F)c(Cl)c1	-1.23
O=c1[nH]cnc2[nH]ncc12	0.27&-0.13
O=C(O)c1ccccc1I	-2.12
COC(=O)C1=C(N)Oc2cc(N(C)C)ccc2C1c1ccccc1OC (configuration not stated)	3.17*
Cc1c(S(=O)(=O)c2ccc(Cl)cc2)csc1C(=O)NCCSCc1ccc([N+](=O)[O-])cc1	1.09
OC[C@H]1O[C@@H](n2cnc3c(NC4CCCC4)ncnc32)C(O)[C@H]1O (some centres not stated)	-0.68
Cc1ccc(C2Nc3c(C)ccc(C(=O)O)c3C3C=CCC32)cc1 (configuration not stated)	3.28*
CC(C)(C)C1CCc2c(sc(NC(=O)COc3ccccc3)c2C(N)=O)C1 (configuration not stated)	-1.27
CCSc1nc2c(c(=O)n1CC)C1(CCCC1)Cc1ccccc1-2	1.28
CCOC(=O)c1c(NC(=O)CCC(=O)OC)sc2c1CC(C)(C)OC2	1.15
CC1S/C(=N\N=C/C23CC4CC(CC(C4)C2)C3)NC1=O (configuration not stated)	1.24
CC1=CC(C)(C)N(C(=O)CSc2ncn[nH]2)c2cc(C)ccc21	0.48
CCOC(=O)c1c(CSc2ccsc2)n(C)c2cc(Br)c(O)c(CN(C)C)c12	0.88
COc1ccc(CN2C(=O)c3oc4ccccc4c(=O)c3C2c2ccc(O)c(OC)c2)cc1 (configuration not stated)	1.18
Cc1cc(CC(=O)O)n(C)c1C(=O)c1ccc(Cl)cc1	-0.5
Nc1ccc2oc(-c3cccc(Cl)c3)nc2c1	2.27
CC(C)S(=O)(=O)/C(C#N)=C/Nc1ncccn1	-0.04
O=C(Nc1ccc(Cl)cc1)Oc1cccc(N2CCOCC2)c1	2.03
Nc1nc2c(s1)C(=O)CC(c1ccccc1)C2 (configuration not stated)	-0.28
Cc1nnc(Sc2c(N)n(C)c(=O)[nH]c2=O)s1	1.51
O=c1c2ccccc2nc(SCc2c(Cl)cccc2Cl)n1CC1CC1	0.98
CN1CCCC1CCOC(C)(c1ccccc1)c1ccc(Cl)cc1 (configuration not stated)	1.29
CC(C)n1cc(-c2nc(C(=O)NNS(=O)(=O)c3ccc(Cl)s3)cs2)c(=O)n(Cc2ccccc2)c1=O	-0.19
(continued)
SMILES	Dicer inh
O=C(CSc1ncccn1)c1ccc(O)c(O)c1	4.19*
Cc1ccc2nc(-c3ccc(N4C(=O)c5cccnc5C4=O)cc3)sc2c1	-1.37
c1ccc2c(CN3CCN(Cc4ccncc4)CC3)c[nH]c2c1	0.38
CN(C)c1c(F)cc(C(=O)NCc2ccccc2)cc1F	0
O=C(Nc1ccc(F)cc1)N1CCN(c2ccccc2F)CC1	0.41
COc1ccc(NS(=O)(=O)c2sc(Cl)cc2Br)c(OC)n1	0
CSc1c(C#N)c(-c2cc(C(C)(C)C)oc2C)nn1-c1cc(C)cc(C)c1	-2.24
Nc1nc2[nH]cc(CCc3ccc(C(=O)N[C@@H](CCC(=O)O)C(=O)O)cc3)c2c(=O)[nH]1	-0.49
Cc1ccc(Cn2nc([N+](=O)[O-])cc2C(=O)O)cc1	0.85
C[C@H]1CC2C3CCC4=CC(=O)C=C[C@]4(C)[C@@]3(Cl)[C@@H](O)C[C@]2(C)[C@@]1(O)C(=O)CO (some centres not stated)	-0.85
CCOC(=O)NNC(=S)Nc1ccccc1OC	-1.48
Cn1cc(Br)c(=O)n(C)c1=O	0.01
Nc1cc(=O)[nH]c(SCC(=O)Nc2ccc(Cl)cn2)n1	-0.36
Cc1cc(S(=O)(=O)n2cccc2)c(C)cc1Cl	-0.38
Cc1oc2c(F)c(F)c(F)c(F)c2c1S(=O)(=O)Oc1ccc(F)cc1	0.07
COc1ccc(-c2oc3ccccc3c(=O)c2OS(=O)(=O)c2cc(Cl)ccc2Cl)cc1	-0.01
CCOC(=O)c1nnn2c1nc(N1CCN(C)CC1)c1ccccc12	-0.68
Cc1cc(C)cc(Oc2coc3c(CN4CCOCC4)c(O)ccc3c2=O)c1	0.84
O=c1cc(O)c2c(=O)n(Cc3ccccc3)c3ccccc3c2o1	-1.47
CCOc1ccc(Oc2coc3cc(O)ccc3c2=O)cc1	1.35
CS/C(=N\S(=O)(=O)c1ccccc1)NNC(=O)c1c(-c2c(Cl)cccc2Cl)noc1C	-0.54
O=C(Nc1nc(-c2ccccc2)ns1)c1ccc(Br)cc1	0.36
CCCCN(CC)Cc1c(C)[nH]c2c(C)c(C)ccc2c1=O	-0.63
COc1ccc(C(C)=O)c(NC(C)=O)c1	-1.78
COC(OC)c1ccc(C#N)c(SCC(=O)c2ccccc2)n1	0.35

4 entries from above, field by field:
Cc1ccc(Cn2nc([N+](=O)[O-])cc2C(=O)O)cc1
  Dicer inh = 0.85

CCCCN(CC)Cc1c(C)[nH]c2c(C)c(C)ccc2c1=O
  Dicer inh = -0.63

COc1ccc(C(C)=O)c(NC(C)=O)c1
  Dicer inh = -1.78

Cc1cc(C)cc(Oc2coc3c(CN4CCOCC4)c(O)ccc3c2=O)c1
  Dicer inh = 0.84

3 entries drawn at random from those above:
SMILES	Dicer inh
O=c1cc(O)c2c(=O)n(Cc3ccccc3)c3ccccc3c2o1	-1.47
CCOc1ccc(Oc2coc3cc(O)ccc3c2=O)cc1	1.35
CCCCN(CC)Cc1c(C)[nH]c2c(C)c(C)ccc2c1=O	-0.63

(listing goes on)
SMILES	Dicer inh
CCCCNC1=CC(=O)CC(C)(C)C1	1.84
O=C(Nc1ccc(F)cc1F)N1CCN(Cc2ccccc2)CC1	3.04*
COC(=O)c1sccc1NC(=O)CSCC(=O)O	0.02
CC(C)(C)c1nc(Sc2ncccc2[N+](=O)[O-])n[nH]1	-0.59
COCCOC(=O)c1c(C)oc2ccc(NS(=O)(=O)c3cccc4cccnc34)cc12	-2.37
O=S(=O)(Nc1n[nH]c2cccc(Cl)c12)c1ccc(Cl)cc1	-0.27
Cc1cc(C)nc(-n2ncc3c2CC(c2ccccc2C)CC3=O)n1 (configuration not stated)	-2
CC1=CCC2(CO)COC(c3ccccc3O)C1C2 (configuration not stated)	0.31
COCCN1C(=O)c2oc3cc(C)c(C)cc3c(=O)c2C1c1ccc(OCCC(C)C)c(OC)c1 (configuration not stated)	-1.55
CC1CN(Cc2ccc3c(c2)OCO3)C(=O)C(=O)N1Cc1ccc2c(c1)OCO2 (configuration not stated)	2.52
Cc1ccn2c(-c3nnco3)c(C)nc2c1	0.2
O=C(NNc1c(Cl)cc(Cl)cc1Cl)NC(=O)c1ccccc1Cl	0.39
CSc1ccccc1NC1=NS(=O)(=O)c2ccccc21	-0.02
Cc1cc2c(cc1C)NC(c1nc3ccccc3[nH]1)C1=C(CC(C)(C)CC1=O)N2 (configuration not stated)	-0.05
N#CC(OC(=O)c1ccccc1)c1cccc([N+](=O)[O-])c1 (configuration not stated)	-0.33
Cc1ccccc1Cn1c(-c2cncs2)nc2ccccc21	0.83
CC(C)(C)C1CCc2nc(N)c3c(=O)oc4ccccc4c3c2C1 (configuration not stated)	5*
CS(=O)(=O)N1N=C(c2ccco2)CC1c1cn(-c2ccccc2)nc1-c1cccs1 (configuration not stated)	-0.92
COc1cccc2c1OC(c1ccncc1)N1N=C(c3cc(C)ccc3O)CC21 (configuration not stated)	2.54
COC(=O)c1sccc1NNS(=O)(=O)c1ccccc1	0.65
C=CCNc1sc(C(=O)OC)c(N)c1C(=O)OC	-0.6
COc1cccc(OCCCCCCN2CCOCC2)c1	-0.59
CCOC(=O)c1ccc(NC(=S)Nc2ncccc2C)cc1	0.21
COC(=O)C1=C(C)N=C2SCCC(=O)N2C1c1ccc(OC(C)=O)cc1 (configuration not stated)	1.19
O=C(C1CC1)N1CCN(c2ncccn2)CC1	-0.86

Shown bar-delimited: part of the list above.
compound | Dicer inh
CC(C)(C)c1nc(Sc2ncccc2[N+](=O)[O-])n[nH]1 | -0.59
CSc1ccccc1NC1=NS(=O)(=O)c2ccccc21 | -0.02
CC(C)(C)C1CCc2nc(N)c3c(=O)oc4ccccc4c3c2C1 (configuration not stated) | 5*
COC(=O)C1=C(C)N=C2SCCC(=O)N2C1c1ccc(OC(C)=O)cc1 (configuration not stated) | 1.19
O=C(Nc1ccc(F)cc1F)N1CCN(Cc2ccccc2)CC1 | 3.04*
C=CCNc1sc(C(=O)OC)c(N)c1C(=O)OC | -0.6

More compounds
SMILES	Dicer inh
Cc1ccc(OCc2nn3c(Cc4ccccc4)nnc3s2)cc1	-0.45
COC(=O)Nc1c(-c2ccccc2)nc2ccc(Cl)cn12	0.9
O=C(Nn1c(=S)[nH]c2ccccc2c1=O)c1ccco1	0.22
COc1ccc2c(=O)c(-c3ccc(Cl)cc3)c(C(F)(F)F)oc2c1	-0.51
CSc1nnc2c(n1)OC(c1c(F)cccc1Cl)N(C(C)=O)c1ccccc1-2 (configuration not stated)	1.04
Cc1nc(N=Nc2ccc(C(=O)O)cc2)c(COP(=O)(O)O)c(C=O)c1O	-1.71
Cc1ccc(-c2nnc3n2N=C(c2ccccc2)CS3)cc1	-2.69
Cc1ccc(C)n1-c1ccc(O)c(C(=O)O)c1	32.5*
CC(=O)OCCCNc1nc2c([nH]1)c(=O)n(C)c(=O)n2C	0.14
Cc1onc(-c2ccccc2Cl)c1NC(=O)Nc1cccc(C(F)(F)F)c1	0.83
COc1ccc(C(=O)Oc2ccc(N(C)C3=NS(=O)(=O)c4ccccc43)cc2)cc1OC	-0.41
O=C1CSC(c2ccccc2F)N1c1ccccc1 (configuration not stated)	1.18
O=S(=O)(c1ccccc1)c1ccc(S(=O)(=O)N2CCN(C3c4ccccc4-c4ccccc43)CC2)s1	3.36*
Cc1oc2c(F)c(F)c(F)c(F)c2c1C(=O)Oc1cccc(C(F)(F)F)c1	-0.28
COc1ccc(-c2nc(N)nc(SC)c2C#N)cc1	-5.06
O=S(=O)(Cc1c(Cl)cccc1Cl)c1ccc(C(F)(F)F)cn1	-0.74
CC1(C)OC(=O)C2(C(=O)O1)C1C3C4CC5C6C4C1C6C2C53 (configuration not stated)	0.94
Cc1csc2sc(/C=C(\C#N)S(=O)(=O)c3ccc(Cl)cc3)c(C)c12	0.54
C=CCN1C(=O)SC(CC(=O)O)C1=O (configuration not stated)	-0.77
CSCCC(NS(=O)(=O)c1cc(C(F)(F)F)cc(C(F)(F)F)c1)C(=O)NNC(=O)c1ccccc1Cl (configuration not stated)	-4.36
COC(=O)CCC(=O)c1cc(C(C)(C)C)sc1C(C)(C)C	0.41
Cc1ccc(N(c2ccc(C)cc2)c2cccnc2)cc1	-0.31
COc1ccc(C2C3=C(Nc4ncnn42)c2ccccc2OC3c2ccccc2)cc1 (configuration not stated)	1.06
N#Cc1c(NC(=O)C2CC(Cl)=CCC2C(=O)O)sc2c1CCCCC2 (configuration not stated)	-2.84
Cc1nc2ccccc2n1CCOc1ccccc1Cl	-0.03
Further results:
SMILES	Dicer inh
CCNC(=S)Nc1ccc(S(=O)(=O)Nc2cc(C)on2)cc1	-0.3
Cc1nn2c3c(cnc2c1-c1ccc(F)cc1)C(=O)CC(c1ccc(Cl)cc1)C3 (configuration not stated)	-1.05
O=C(/C=C/c1cccs1)NC(=S)N1CCCCC1	0.45
CC1=C(C(=O)OCCOc2ccccc2)C(c2ccc(C)o2)C2=C(CC(C)(C)CC2=O)N1 (configuration not stated)	0.97
CCOC(=O)c1cc(C(=O)OCC)c(C)nc1C	0.46
O=C(O)c1ncc(C(F)(F)F)cc1Cl	1.21
CCOc1ccc(C(C)(C)C)cc1S(=O)(=O)n1c(C)nc2ccccc21	-2.38
Cc1ccc(C2CC(=O)c3cnc4c(-c5ccc(F)cc5)c(C)nn4c3C2)cc1 (configuration not stated)	-0.64
CSC1=N/C(=C/c2cccs2)C(=O)N1	-0.09
C=CCOc1cccc(C2c3c(oc4ccc(F)cc4c3=O)C(=O)N2c2cccc(C)n2)c1 (configuration not stated)	-0.61
Cc1cc(Nc2ccc(C(=O)O)c(O)c2)n2ncnc2n1	-0.05
CCOC(=O)c1sc(N(NC(=O)c2ccc(Cl)cc2)C(=O)c2ccc(Cl)cc2)c2c1CC(C)(C)CC2=O	0.24
CC(C)(C)c1cc(C(C)(C)C)n(-c2ccc(N3CC(C(=O)O)CC3=O)cc2)n1 (configuration not stated)	0.01
CC1CC(OC(=O)c2ccccc2O)CC(C)(C)C1 (configuration not stated)	0.81
CCC(C)Nc1ncnc2c1sc1nc3c(cc12)COC(C)(C)C3 (configuration not stated)	-0.09
Cc1cccc(S(=O)(=O)Nc2ccc(-c3cn4cccc(C)c4n3)cc2)c1	10.4
O=C(NCCc1nc2ccccc2[nH]1)Nc1ccccc1	-1.36
COc1cc([N+](=O)[O-])c(OC)cc1SCC(=O)NNC(=S)Nc1cccc(Cl)c1	-0.45
Cc1nc(-n2cccc2)sc1C(=O)N/N=C/c1ccc(Cl)cc1	0.46
COc1ccc(C(=O)OCC(=O)c2ccc(Br)cc2)cc1OC	0.14
FC(F)(F)c1cccc(NC(=S)NNc2nccc(C(F)(F)F)n2)c1	3.39*
Oc1ccccc1Nc1nc(NCc2ccco2)c2ccccc2n1	3.11*
CC(=O)N[C@@H](C(N)=S)[C@@H](OC(C)=O)[C@H](OC(C)=O)[C@@H](COC(C)=O)OC(C)=O	0.48
COC(=O)c1sccc1NC(=O)CC1C(=O)NCCN1S(=O)(=O)c1ccccc1C#N (configuration not stated)	0.75
COc1ccc(S(=O)(=O)NCc2ccco2)cc1OC1CCCC1	-0.78
CCOC(=O)c1cc2cc(Cl)ccc2o1	0.25
C/S(=N\S(=O)(=O)c1ccc(Cl)cc1)c1ccccc1 (configuration not stated)	0.43

Screens: PubChem BioAssay, Center for Chemical Genomics, University of Michigan
